Assay outcomes (PubChem)
LDHA block – LDHA (human) enzyme inhibition. activity change, % (values are at about 110 or 230 µM). purified LDHA, NADH/diaphorase-resazurin fluorescence; active compounds read low. P00338. actives 0.15% (n = 480,000); in the data active = activity change below about -30%; inconclusive = mostly about -25% to -30%;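 note: plate controls were DMSO wells for no effect and wells without enzyme for full effect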
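Enzyme activity of human lactate dehydrogenase 5 (2 nM; 0.06 mM NADH, 0.2 mM pyruvate, 5 min, RT) is measured via a resazurin/diaphorase fluorescence readout of residual NADH.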
ERG-DNA inh – inhibitors of human ERG Ets domain-DNA interaction | P11308 | fluorescence polarization, His-ERG Ets domain / labelled DNA | Potency, µM (series often up to 76.9 µM), for inactives: at the top dose FP activity, negative = inhibition, usual class: inhibitors | actives 0.028% (n = 370,000) | AID 624246; active = well fitted inhibition curve with a large enough effect in the polarisation, with a control signal flat; inconclusive = small, poorly fitted or top-dose-only effect, or effect the other way, or a change in a side signal; inactive = no such curve, though single readings can be large or run the other way; the % refers to the polarisation;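 note: polarization taken with two DNA probes labelled with fluorescein and Texas red; potency is the fitted concentration of half-maximal effect; % of control where 0% means no effect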
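His-tagged ERG Ets domain (1 uM in the protein solution; 300mM KCl, 50mM Tris-HCl, 1mM EDTA, 1mM DTT, pH 7.5) received compound, then a probe mix of 5 nM fluorescein-DNA and 100nM Texas-615-DNA. Fluorescence polarization was read for both dyes.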
RGS4 inhibitor – inhibitors of human regulator of G protein signaling 4 | actives 0.039% (n = 390,000) | Potency, µM (highest dose often 114 µM), inactives show at the top dose activity change, negative = inhibition, usual class: inhibitors | P49798 | Transcreener GDP fluorescence polarization, RGS4-accelerated GTP hydrolysis; note: potency is the fitted concentration of half-maximal effect; % is set by controls: 0 for no effect and ±100 for the full control effect; nearly all actives have a fitted effect of over 75% in size; some results filed as inactive show a strong effect at the top dose
Target sequence (P49798 whole entry, looked up): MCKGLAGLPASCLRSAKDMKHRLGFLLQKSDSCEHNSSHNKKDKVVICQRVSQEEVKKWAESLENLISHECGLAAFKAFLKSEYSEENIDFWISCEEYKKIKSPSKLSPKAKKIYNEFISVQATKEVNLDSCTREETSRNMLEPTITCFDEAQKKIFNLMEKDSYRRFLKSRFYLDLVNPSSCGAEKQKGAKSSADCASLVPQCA
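MLSMR compounds (23 nl, pin-transferred) preincubated 10 min at room temperature with a 500nM (2x) first reagent, then RGS4 at 900nM (2x) plus Transcreener GDP mix added; fluorescence polarization (620/688 nm) read before and after 90 min at 30 °C.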
Pol beta inh – DNA polymerase beta (human) inhibition; Pol beta primer extension/strand displacement, fluorescence kinetic; actives 1.3% (n = 340,000); AID 485314; Potency, µM (titrated, usually from 114 µM), for inactives: at the highest dose activity change, negative = inhibition, usual class: inhibitors; note: potency is the fitted concentration of half-maximal effect; % is set by controls: 0 for no effect and ±100 for the full control effect
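Enzyme-only controls used 10 nM Pol beta; buffer lacking enzyme served as negative control. Compound preincubated 15 min, then 50 nM substrate added; 0 and 10 min reads at room temperature.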
APE1 inh – blocks human APE1 abasic DNA cleavage; Potency, µM (series often up to 65.8 µM), inactives show at the highest dose activity change, negative = inhibition, actives largely listed as inhibitors; P27695; recombinant APE1, TAMRA/BHQ-2 abasic DNA cleavage fluorescence; actives 0.35% (n = 350,000); AID 2517;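 note: potency is the fitted concentration of half-maximal effect; plate controls were vehicle for no effect and reference inhibitor for full effect; nearly all actives have a fitted effect of over 55% in size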
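0.75 nM APE1 + cpd, 15 min RT; start w/ 50 nM TAMRA/BHQ-2 THF-abasic dsDNA; kinetic fluor 525/598 nm ×3 reads @60 s; Δ(read3−read1); normalized to DMSO and NSC13755 control wells.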
POLK inh – inhibitors of human DNA polymerase kappa; actives 0.53% (n = 400,000); purified Pol kappa, fluorescent DNA synthesis assay, 10 min; Potency, µM (titrated, usually from 107 µM), without a hit: top-dose activity, negative = inhibition, most hits filed as inhibitors; Q9UBT6; note: potency is the fitted concentration of half-maximal effect; % is set by controls: 0 for no effect and ±100 for the full control effect
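Pol kappa 10 nM + cpd, 15 min RT; start w/ substrate 50 nM final; fluorescence kinetic read, 0 and 10 min. Neg ctrl: buffer, no enzyme.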
Pol eta inh – inhibitors of human DNA polymerase eta; Potency, µM (doses to about 114 µM), inactives show at the highest dose activity change, negative = inhibition, most hits filed as inhibitors; AID 588591; Q9Y253; recombinant Pol eta, fluorescent DNA replication assay; actives 1.2% (n = 390,000); note: potency is the fitted concentration of half-maximal effect; % is set by controls: 0 for no effect and ±100 for the full control effect
Target sequence (Q9Y253 whole entry, looked up): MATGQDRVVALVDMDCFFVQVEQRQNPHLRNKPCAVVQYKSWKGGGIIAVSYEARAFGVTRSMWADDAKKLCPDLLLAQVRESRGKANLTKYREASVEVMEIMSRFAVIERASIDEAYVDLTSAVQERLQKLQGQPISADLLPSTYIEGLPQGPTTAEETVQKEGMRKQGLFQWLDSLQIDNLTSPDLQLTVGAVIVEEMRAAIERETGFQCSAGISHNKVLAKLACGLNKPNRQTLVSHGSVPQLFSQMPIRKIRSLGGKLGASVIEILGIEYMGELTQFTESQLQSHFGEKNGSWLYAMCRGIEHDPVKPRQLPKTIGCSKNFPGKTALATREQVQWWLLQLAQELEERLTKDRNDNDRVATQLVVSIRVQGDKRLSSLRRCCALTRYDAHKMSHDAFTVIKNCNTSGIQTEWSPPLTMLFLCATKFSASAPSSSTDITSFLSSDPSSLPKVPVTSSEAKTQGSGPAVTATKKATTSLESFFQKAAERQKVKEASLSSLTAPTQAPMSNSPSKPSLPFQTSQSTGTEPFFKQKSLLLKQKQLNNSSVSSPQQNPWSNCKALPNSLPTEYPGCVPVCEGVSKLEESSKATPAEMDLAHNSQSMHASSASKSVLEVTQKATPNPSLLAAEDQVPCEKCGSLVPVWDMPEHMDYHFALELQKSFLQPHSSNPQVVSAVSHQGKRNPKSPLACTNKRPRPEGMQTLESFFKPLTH
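Pol eta (10 nM) was preincubated with compounds for 15 min at room temperature, after which fluorescent replication substrate (50 nM final) was added to start the reaction. Fluorescence was read kinetically at 0 and 10 min.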
ALOX12 inh – inhibitors of human 12S-lipoxygenase ALOX12; P18054; Potency, µM (series often up to 108 µM), for the others: top-dose activity change, negative = inhibition, most hits filed as inhibitors; AID 1671190; actives 1.1% (n = 580,000); purified 12hLO, xylenol orange hydroperoxide absorbance; note: potency is the fitted concentration of half-maximal effect; % is set by controls: 0 for no effect and ±100 for the full control effect
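Purified human 12hLO at 150 nM in 25 mM Hepes, 0.01% Triton X-100, pH 7.0, preincubated 15 min at room temperature with compound. Reaction started with 40 uM arachidonic acid, 30 min at room temperature. Hydroperoxide measured by Fe-xylenol orange, 573/405 nm absorbance ratio.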
Anesthetic bind – candidate novel general anesthetic via apoferritin binding | P02791 | apoferritin/1-aminoanthracene competitive binding, fluorescence | actives 0.074% (n = 350,000) | Potency, µM (doses to about 77.5 µM), inactives show at the top dose activity change, negative = displacement, usual class: inhibitors | AID 485281; note: potency is the fitted concentration of half-maximal effect; % is set by controls: 0 for no effect and ±100 for the full control effect; nearly all actives have a fitted effect of over 20% in size
Target sequence (P02791 2-175 limits assumed): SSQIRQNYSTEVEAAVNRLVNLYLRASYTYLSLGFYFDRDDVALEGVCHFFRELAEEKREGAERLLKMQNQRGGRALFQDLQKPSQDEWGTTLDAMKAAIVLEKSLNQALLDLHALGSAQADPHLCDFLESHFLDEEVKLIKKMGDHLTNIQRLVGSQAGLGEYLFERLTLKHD
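In PBS, apoferritin at 10 uM is loaded with 1-AMA from a 50% saturated solution. After 10 min of compound exposure at ambient temperature, reduced 535 nm fluorescence indicates probe displacement.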
* hit, by the source's call; ? = inconclusive; / = not tested or not shown; & = joins results of further samples; [ ] = dose if it differs, or a comment. Unless noted, calls come from the whole dose curve; as a rule, active = well fitted curve in the direction sought with a large enough effect; inconclusive = small, poorly fitted or top-dose-only effect, or another doubt; inactive = no such curve, though single readings can be large; an effect the other way counts as inactive or inconclusive. An excerpt. The share of hits here may be higher or lower than overall.

The line under a structure holds: LDHA block	ERG-DNA inh	RGS4 inhibitor	Pol beta inh	APE1 inh	POLK inh	Pol eta inh	ALOX12 inh	Anesthetic bind
> COC(=O)CSc1[nH]c2cc(C)ccc2c1[N+](=O)[O-]
    -1.9	1.0%	-28.5%	-0.1%	0.9%	4.0%	-15.3%	1.1%	5.6%
> CSc1cccc(NC(=O)C2CCCN(S(=O)(=O)c3ccc(F)cc3)C2)c1 (centres undefined)
    -4.0	-11.8%	-10.5%	2.0%	-8.5%	-16.7%	-17.1%	0.0%	-8.6%
> O=C(O)COc1ccc2c3c(c(=O)oc2c1)CCCC3
    -4.9	8.2%	-2.1%	5.4%	0.4%	-0.6%	-8.7%	0.9%	-6.8%
> CC(=O)N1c2ccccc2CC1C(=O)N1CCN(c2cc(Cl)ccc2C)CC1 (centres undefined)
    2.7	-2.5%	-21.8%	-21.0%	/	-0.9%[60.1 µM]	-21.7%	?	?
> CCC1(c2ccccc2)NC(=O)N(CC(=O)Nc2ccc(S(=O)(=O)N3CC(C)CC(C)C3)cc2)C1=O (centres undefined)
    0.1	-5.2%	-24.5%	/	-3.4%	-21.8%	-22.2%	?	/
> Cn1c(N)c(C(=O)COC(=O)/C=C/c2ccc(S(=O)(=O)N3CCOCC3)cc2)c(=O)n(C)c1=O
    -5.5	2.5%	18.7%[11.4 µM]	6.1%	-1.2%	-34.3%	-12.9%	1.6%	3.0%
> CC1Cc2cc(S(=O)(=O)CCC(=O)Nc3ccc(F)c(Cl)c3)ccc2N1C(=O)C1CC1 (centres undefined)
    -14.7	0.2%	12.0%	26.3%	/	-3.2%	-13.5%	-19.1%	-20.1%
> COc1ccc(-n2c(Cc3ccccc3)nnc2SCc2nc(-c3ccccc3C)no2)cc1
    -5.2	0.0%	19.3%	-17.0%	/	-5.5%	-20.7%	-7.5%	49.6%[activator]
> CCCc1cc(C(=O)Nc2ccc(C(=O)OC)cc2)cs1
    -16.1	-7.1%	-30.4%	16.4%	20.9%	-1.3%	-5.6%	-9.0%	-6.1%
> CCOC(=O)CSc1nc(C)cc2c1C(=O)OC2
    -10.5	-1.0%	20.6%	-0.1%	8.6%	8.1%	-7.0%	0.0%	-9.9%
> CCCCN(C)CCCNC(=O)CN1C(=O)COc2ccc(S(=O)(=O)N3CCOCC3)cc21
    -7.7&-1.4	4.0%&-0.4%	18.6%&3.7%	12.9%&3.0%	20.7%	-4.4%&-2.5%	-1.5%&0.5%	-3.9%&0.0%	-4.6%&1.1%
> Cc1cc(C)n2nc(Nc3ccccc3)cc2n1
    -0.6	/	-34.0%	2.3%	-4.7%	-5.6%	7.9%	19.5%	-2.8%
> N#Cc1c(NC(=O)CSCC(=O)O)sc2c1CCCC2
    -3.8	-8.0%	-4.2%	-5.7%	-0.6%	6.8%	3.2%	-8.1%	-13.1%
> O=C(CSc1nnc(COc2ccccc2)o1)NCCc1ccccc1
    -6.9	-6.4%	-48.9%[11.4 µM]	-5.1%	0.6%	-10.1%	-7.3%	0.0%	-12.0%
> Cc1noc(-c2ccc(N3CCCCC3C)c([N+](=O)[O-])c2)n1 (centres undefined)
    2.9	5.6%	-14.3%	39.8µM*	/	-11.6%	-18.5%	-14.3%	?
> O=C(CSc1nc(=O)n2ccccc2n1)NCc1ccc(F)cc1
    -1.9	2.6%	2.6%	/	-6.9%	-17.5%	-9.6%	-1.8%	/
> CC1(C)C(=O)OC(c2cccc([N+](=O)[O-])c2)C2(CCCCC2)C1=O (centres undefined)
    -7.9	-0.6%	-8.9%	-14.8%	2.6%	-6.1%	-18.2%	5.7%	-8.8%
> Cc1ccccc1NCC(=O)N/N=C/c1ccc([N+](=O)[O-])cc1
    -4.0	-8.1%	-13.2%	19.5%	12.3%	-4.8%	-19.7%	?	?
> CC(C)NC(=O)c1cnc2sc(N3CCCCCC3)nn2c1=O
    -9.6	-0.6%	-8.6%	7.2%	/	6.1%	-17.0%	?	-13.7%
> Cc1ccc(S(=O)(=O)N2CCCC(c3nc4c(nnn4Cc4ccc5c(c4)OCCO5)c(=O)[nH]3)C2)cc1 (centres undefined)
    -1.2	5.8%	-2.8%	27.6%	25.3%	5.6%	-18.0%	-8.6%	-9.3%
> C/C=C(/C)C(=O)OC1CC(C)(C)C[C@H]2C3=CC[C@@H]4[C@@]5(C)CCC(O[C@@H]6O[C@@H](C(=O)O)[C@@H](O)C(O[C@@H]7OC[C@H](O)[C@@H](O)[C@@H]7O[C@@H]7OC(CO)C(O)[C@@H](O)[C@@H]7O)C6O[C@@H]6OC(CO)C(O)C(O)C6O)[C@@](C)(CO)[C@@H]5CC[C@]4(C)[C@]3(C)CC(O)[C@@]12CO (some centres undefined)
    5.5	-9.6%	9.7%	/	25.6%	-8.3%	-7.6%	/	/
> Cc1ccc(N2NC(=O)/C(=C/c3ccc(-c4ccc(Cl)c(C(=O)O)c4)o3)C2=O)cc1C
    -2.4	-5.4%	13.0%	-1.6%	-10.4%	-44.3%	?	?	-1.4%
> Cc1cccn2cc(-c3cccc(NC(=O)C(C)C)c3)nc12
    -9.6	-0.1%	13.8%	-6.1%	/	-6.9%	/	-12.8%	-5.4%
> O=C(NCCCN1CCOCC1)c1sc2cc(Cl)ccc2c1Cl
    -8.3	6.2%	31.6%	23.0%	-7.8%	-11.0%	3.7%	-4.4%	-10.5%
> CCOC(=O)c1[nH]nc2c1C(=O)N(CC)C2=O
    -7.5	6.8%	-33.8%	11.2%	-4.0%	-2.4%	-3.5%	?	-12.4%
> CCOC(=O)c1[nH]c(C)c(C(=O)OCc2ccccc2F)c1C
    -8.0	-13.3%	-2.4%	-16.6%	59.8%[activator]	-29.9%	0.8%	-10.4%	2.6%
> Cc1ccc(S(=O)(=O)N2CCN(C(=O)C(C)Cn3nc(C)c(C)c3C)CC2)cc1 (centres undefined)
    -1.6	3.3%	-31.2%	32.5%	41.1%	2.6%	-8.9%	-0.8%	1.6%
> O=C(Nc1ccnc(-c2ccncc2)n1)c1cccs1
    -2.6	2.6%	-12.3%	1.1%	4.0%	13.9%	-3.7%	-6.2%	2.2%
> N#Cc1ccc(NC(=O)COC(=O)C2Cc3ccccc3CN2C(=O)c2ccccc2)cc1 (centres undefined)
    -0.6	-20.5%	-13.7%	-6.5%	-7.5%	-8.8%	9.1%	-6.7%	-11.6%
> O=C(CN1CCC(n2nnc3cc(F)ccc32)CC1)Nc1ccc2c(c1)CCC2
    -5.8	-0.4%	17.6%[11.4 µM]	-2.6%	-7.0%	-22.4%	-18.3%	9.2%	-10.7%
> COC(=O)c1cc2cc(NS(=O)(=O)c3ccc(C)cc3)ccc2s1
    2.9	5.8%	-12.6%	-18.3%	?	-13.6%	-16.4%	-16.4%	?
> O=C(NCCN1C(=O)C2C3C=CC(C3)C2C1=O)Nc1ccccn1 (centres undefined)
    -7.7	-0.7%	-7.0%	-1.5%	-5.9%	-9.6%	-5.7%	5.3%[57.4 µM]	3.7%
> COc1ccc(CCNC(=O)C(C)Sc2ccc(C)cc2)cc1OC (centres undefined)
    -6.1	-4.6%	-9.9%	13.7%	-0.4%	-8.1%	-19.7%	3.8%	5.7%
> CC(C)(C)NCCOc1ccc(Br)cc1
    -18.1	3.5%	-27.7%	10.6%	2.6%	1.7%	-13.1%	?	-13.0%
> O=C1CN(C(=O)COC(=O)c2ccc(Cl)c(S(=O)(=O)N3CCCCC3)c2)c2ccccc2N1
    -8.4	3.9%	11.4%	/	22.7%	-5.1%	-19.2%	6.1%	/
> CCn1ccc2c(OCC(=O)NCCc3ccc(OC)c(OC)c3)cccc2c1=O
    -3.6	-2.7%	-7.2%	/	-0.8%	1.9%	-12.0%	16.8%	/
> Brc1ccc(N/N=C(/N=Nc2nn[nH]n2)c2ccccc2)cc1
    1.1	-12.8%	-12.6%	?	-2.0%	-0.9%	?	?	?
> CCOc1ccccc1NC(=O)CSc1nc2cccnc2n1C
    -1.0	27.3%	-34.3%	-1.0%	3.4%	9.8%	-6.1%	0.0%	-11.4%
> O=C(Nc1cc(Br)ccc1O)c1cc(-c2cccs2)on1
    2.0	1.6%	7.9%	40.2%	-2.5%	-6.6%	-13.6%	?	5.1%
> CCC(=O)NC(=S)Nc1ccc(NC(=O)c2ccc(C)c([N+](=O)[O-])c2)cc1
    -6.4	2.4%	-14.2%	-1.0%	3.1%	-6.8%	-24.6%	-14.9%	2.4%
> Cc1ccc(-c2ccc(=O)n(CCC(=O)N3CCN(Cc4ccccc4)CC3)n2)cc1
    -4.0	9.3%	-0.4%	45.2%	-12.0%	0.0%	-18.9%	6.9%	3.8%
> Clc1ccc2scc(CN3CCCC3)c2c1
    1.3	0.8%	-19.9%	/	/	-5.2%	-2.6%	226.2%[activator]	/

Full records as entered above. Order of screens: LDHA block, ERG-DNA inh, RGS4 inhibitor, Pol beta inh, APE1 inh, POLK inh, Pol eta inh, ALOX12 inh, Anesthetic bind
Results for COc1ccc(CCNC(=O)C(C)Sc2ccc(C)cc2)cc1OC (centres undefined) → -6.1, -4.6%, -9.9%, 13.7%, -0.4%, -8.1%, -19.7%, 3.8%, 5.7%
Results for O=C(NCCN1C(=O)C2C3C=CC(C3)C2C1=O)Nc1ccccn1 (centres undefined) → -7.7, -0.7%, -7.0%, -1.5%, -5.9%, -9.6%, -5.7%, 5.3%[57.4 µM], 3.7%
